# Screens (PubChem BioAssay)
# CCT chaperon mod: High-Throughput Screening for Modulators of Cytosolic Chaperonin Activity; purified chaperonin ATPase assay, HTRF ADP detection, 30 min; activity change, % (no concentration beside the values), hits read low; 360,000 tested, 0.3% active; AID 651819, 2012; in the data active = activity change below about -30%; also: % is scaled to controls: 0 for no effect and ±100 for the full control effect
#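 ATPase activity: ADP formed was measured by HTRF Transcreener (665/615 nm ratio) after 30 min at 37 deg C with 10 uM ATP. Compounds screened at one 76 uM concentration against 40 or 20 nM TRiC in Tris pH 7.4/KCl/MgCl2/DTT buffer.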
# EPAC2 antagonist: qHTS for Antagonist of cAMP-regulated guanine nucleotide exchange factor 2 (EPAC2): primary screen; Potency, µM (top dose mostly 114 µM), for the others: at the highest dose activity, negative = inhibition, most hits filed as inhibitors; EPAC2 GEF exchange of Rap1B-BODIPY-GDP, fluorescence; Rap guanine nucleotide exchange factor 4 (Homo sapiens), Q8WZA2; AID 720708, 2013; 360,000 tested, 0.18% active; also: potency is read from the fitted curve at half-maximal effect; % is scaled to controls: 0 for no effect and ±100 for the full control effect; nearly all actives have a fitted effect of over 45% in size; many of its hits are not listed in these tables
# Target sequence (Q8WZA2 whole entry, looked up): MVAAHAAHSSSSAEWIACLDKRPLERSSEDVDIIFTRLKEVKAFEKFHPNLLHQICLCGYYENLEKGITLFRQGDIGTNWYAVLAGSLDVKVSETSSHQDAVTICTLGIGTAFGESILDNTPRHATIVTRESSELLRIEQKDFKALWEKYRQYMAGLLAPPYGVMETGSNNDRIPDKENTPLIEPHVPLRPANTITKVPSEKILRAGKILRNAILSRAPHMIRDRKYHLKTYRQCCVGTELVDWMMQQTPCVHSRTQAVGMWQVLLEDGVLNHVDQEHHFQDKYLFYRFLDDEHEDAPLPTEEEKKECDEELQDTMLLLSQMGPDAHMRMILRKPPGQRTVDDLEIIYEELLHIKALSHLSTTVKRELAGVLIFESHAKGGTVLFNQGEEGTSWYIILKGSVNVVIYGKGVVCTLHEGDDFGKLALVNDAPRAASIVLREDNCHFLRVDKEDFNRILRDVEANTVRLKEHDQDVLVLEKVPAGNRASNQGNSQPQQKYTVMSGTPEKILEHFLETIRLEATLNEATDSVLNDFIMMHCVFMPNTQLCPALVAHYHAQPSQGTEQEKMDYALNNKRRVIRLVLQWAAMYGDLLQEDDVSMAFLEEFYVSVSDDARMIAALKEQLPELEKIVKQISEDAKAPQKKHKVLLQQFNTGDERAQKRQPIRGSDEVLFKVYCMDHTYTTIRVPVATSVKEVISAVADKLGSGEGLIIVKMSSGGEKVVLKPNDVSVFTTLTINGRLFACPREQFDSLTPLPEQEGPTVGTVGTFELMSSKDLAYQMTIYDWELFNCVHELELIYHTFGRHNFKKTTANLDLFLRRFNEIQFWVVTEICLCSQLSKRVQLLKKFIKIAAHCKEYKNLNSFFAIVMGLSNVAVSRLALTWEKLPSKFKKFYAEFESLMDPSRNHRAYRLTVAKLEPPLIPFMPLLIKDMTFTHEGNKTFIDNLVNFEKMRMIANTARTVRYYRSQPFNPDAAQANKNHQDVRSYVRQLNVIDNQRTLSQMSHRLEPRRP
# WRN helicase inh: qHTS for Inhibitors of WRN Helicase. Bifunctional 3'-5' exonuclease/ATP-dependent helicase WRN (Homo sapiens), Q14191. WRN helicase unwinding, fluorescent forked duplex, kinetic. Potency, µM (highest dose often 114 µM), for inactives: at the highest dose activity change, negative = inhibition, usual class: inhibitors. 360,000 tested, 0.46% active. AID 651768, 2012; also: potency is read from the fitted curve at half-maximal effect; % is scaled to controls: 0 for no effect and ±100 for the full control effect; nearly all actives have a fitted effect of over 55% in size
#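 Primary qHTS, 1536-well format. 20 nM WRN + compound, 15 min RT; start with 100 nM forked fluorophore/quencher duplex, 2 mM ATP (final); kinetic read ex 525/em 598 nm.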
# PLK1 PBD inh: qHTS for Inhibitors of PLK1-PDB (polo-like kinase 1 - polo-box domain): Primary Screen | 360,000 tested, 2.8% active | Plk1 PBD binding of FITC phosphopeptide, fluorescence polarization | AID 720504, 2013 | Potency, µM, inactives show max response, negative = inhibition, hits mostly inhibitors; also: potency is read from the fitted curve at half-maximal effect; series mostly up to about 57 µM; % is scaled to controls: 0 for no effect and ±100 for the full control effect; nearly all actives have a fitted effect of over 65% in size
# EPAC1 antagonist: qHTS for Antagonist of cAMP-regulated guanine nucleotide exchange factor 3 (EPAC1): primary screen | Rap guanine nucleotide exchange factor 3 (Homo sapiens), O95398 | EPAC1 GEF assay, Rap1b-BODIPY-GDP exchange fluorescence | Potency, µM (top dose mostly 115 µM), without a hit: at the top dose activity change, negative = inhibition, most hits filed as inhibitors | 360,000 tested, 0.14% active | AID 720709, 2013;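 also: potency is read from the fitted curve at half-maximal effect; plate controls were vehicle for no effect and positive control for full effect; nearly all actives have a fitted effect of over 50% in size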
# EPAC1 ag: qHTS for Agonist of cAMP-regulated guanine nucleotide exchange factor 3 (EPAC1): primary screen | EPAC1 agonist qHTS, biochemical assay; response scale: 100% = response to 6.5 mM cAMP | 360,000 tested, 0.073% active | AID 720707, 2013 | Potency, µM (doses to about 154 µM), for the others: at the top dose activation, most hits filed as activators | Rap guanine nucleotide exchange factor 3 (Homo sapiens), O95398; also: potency is read from the fitted curve at half-maximal effect; nearly all actives have a fitted effect of over 60% in size
#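 Multi-concentration qHTS readout: loss of Rap1B-bound BODIPY-GDP fluorescence driven by 100 nM EPAC1 with excess GDP (50 uM), monitored kinetically at room temperature; agonist response expressed relative to 6.5 mM cAMP.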
# PI5P4Ka inh: qHTS for Inhibitors of phosphatidylinositol 5-phosphate 4-kinase (PI5P4K); Phosphatidylinositol 5-phosphate 4-kinase type-2 alpha (Homo sapiens), P48426; PI5P4Kalpha enzyme, ADP-Glo luminescence, 60 min; stronger effect = lower value; max response, %; 330,000 tested, 1.2% active; AID 652105, 2013; active = max response of -50% or lower; inconclusive = between -30% and -50%; inactive = -30% or higher; also: value at the top dose of about 77 µM; % is scaled to controls: 0 for no effect and ±100 for the full control effect
#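 ADP-Glo luminescence end-point after a 60 min room-temperature kinase reaction. PI5P4Kalpha and substrate in HEPES pH 7.4 buffer with EGTA, 0.1% CHAPS and 5% DMSO; ATP at 5 microM final.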
# MmCpn inh: Inhibitors of TCP-1 ring complex (TRiC) of Methanococcus maripaludis (MmCpn): qHTS | purified Mm-Cpn ATPase, ADP Transcreener TR-FRET | Potency, µM (top dose mostly 76.9 µM), inactives show at the top dose activity, negative = inhibition, actives largely listed as inhibitors | AID 504842, 2011 | Chaperonin Mm-Cpn (Methanococcus maripaludis) | 330,000 tested, 0.031% active; also: potency is read from the fitted curve at half-maximal effect; % is scaled to controls: 0 for no effect and ±100 for the full control effect; nearly all actives have a fitted effect of over 80% in size
#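 ATPase read-out: TR-FRET ADP immunoassay (anti-ADP Eu cryptate vs ADP-d2), ex 320 nm, em 590/665 nm; signal drops as ADP forms. Enzyme 25 nM, ATP 10 uM, 30 min at 37°C after 10 min compound preincubation.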
# Starred values were filed as active, the others as inactive; ? = inconclusive; . = no result given; [ ] = dose if it differs, or a comment. Unless noted, calls follow the shape of the dose curve; as a rule, active = well fitted curve in the direction sought with a large enough effect; inconclusive = small, poorly fitted or top-dose-only effect, or another doubt; inactive = no such curve, though single readings can be large; an effect the other way counts as inactive or inconclusive. Some of the compounds tested; rates above refer to the full screens.
mol	WRN helicase inh	CCT chaperon mod	EPAC1 antagonist	EPAC2 antagonist	MmCpn inh	PLK1 PBD inh	EPAC1 ag	PI5P4Ka inh
COc1ccc(CCNC(=O)Nc2nc(C(N)Cc3ccccc3)cs2)cc1OC (configuration not stated)	5%	-0.6	4%	2%	.	-3%	-5%	7
NS(=O)(=O)c1cccc(NC(=O)CCN2C(=O)C3CCCCC3C2=O)c1 (configuration not stated)	7%	-4.3	8%	16%	0%	3%	11%	2
Cc1ccc2c(c1)CC1(CN2C)C(=O)OC(C)(C)OC1=O	-5%	-2.0	4%	9%	1%	-28%	-2%	.
COc1cc(C(=O)NCCc2ccc3c(c2)OCO3)cc(OC)c1OC	6%	0.7	2%	8%	.	3%	-3%	0
CC(C)NC(=O)Cn1nnc(-c2ccccc2)c1COc1ccc2ccccc2c1	-3%	-1.3	-1%	-1%	.	-9%	7%	-4
Cc1cccc(OCCCC(=O)Nc2ccc(S(=O)(=O)N3CCCC3)cc2)c1	-7%	0.6	-7%	-5%	1%	1%	14%	-1
Cn1c(-c2ccccc2)cnc1SCc1nc2ccccc2c(=O)[nH]1	-6%	0.9	0%	-1%	1%	-9%	8%	-11
N#Cc1ccc(C23CC4(C2)[C@H](CN(P(=O)(c2ccccc2)c2ccccc2)[C@@H]4c2ccccc2)C3c2ccc(Cl)nc2)cc1 (some centres not stated)	-6%	-2.1	-16%	5%	-1%	-13%	-19%	-3
CSc1ccc(/C=C/C(=O)OCC(=O)NC2CCCCCC2)cc1	3%	1.1	18%	8%	.	7%	-8%	0
O=C(Nc1nnc(-c2ccccn2)o1)c1ccc(Br)cc1	-9%	0.6	10%	15%	-1%	0%	-8%	4
COc1ccccc1NC(=S)NC1CCCC1	10%	-1.4	3%	0%	.	2%	-3%	-8
CC(=O)Nc1ccc(C(=O)Nc2cccc(-c3cnc4ccccc4n3)c2)cc1	-20%[11.6 µM]	-3.6	-21%	-4%	-3%	-18%	2%	-30
CCC(C)NS(=O)(=O)c1ccc(NC(=O)c2cccs2)cc1 (configuration not stated)	0%	0.3	4%	3%	-3%	3%	-3%	2
CCOC(=O)COc1ccc(/C=C2/C(=O)NN(c3ccc(F)cc3)C2=O)cc1OC	-4%	-2.9	-6%	-1%	2%	27µM*	-1%	0
COc1cc(/C=N/N2CCN(C3c4ccccc4-c4ccccc43)CC2)cc(OC)c1OC	4%	0.5	4%	12%	0%	-5%	-7%	22
CCOC(=O)C1=C(C)N(C)C(=O)NC1c1cccc(O)c1 (configuration not stated)	2%	-8.9	-19%	-14%	-2%	-19%	7%	2
NS(=O)(=O)c1ccc(CCNC(=O)CSc2nc3ccccc3c(=O)n2CC2CCCO2)cc1 (configuration not stated)	-1%	-2.9	-4%	-2%	0%	-2%	5%	-1
COc1ccc(-c2csc(NC(=O)c3ccc(OCC(=O)N4CCOCC4)c(OC)c3)n2)cc1OC	-21%	1.5	3%	2%	?	-4%	-4%	0
COc1ccc(CNC(=O)C2(CC3CC(c4ccccc4)=NO3)CCN(C(=O)C3(C)CC3)CC2)cc1 (configuration not stated)	2%	0.2	-4%	23%	.	-4%	-2%	2
O=C(CN(Cc1ccc(Cl)cc1)S(=O)(=O)c1ccccc1)NCC1CCCO1 (configuration not stated)	-25%	-4.5	0%	-3%	0%	-2%	0%	11
CCCC(=O)N1CCCC1(C)C(=O)Nc1ccc(-n2cccc2)cc1 (configuration not stated)	4%	-1.1	-13%	8%	.	-8%	-5%	-3
C[C@@H]1CCCCO[C@H](CN(C)C(=O)NC2CCCCC2)[C@@H](C)CN([C@H](C)CO)C(=O)c2cc(NC(=O)c3ccccc3)ccc2O1	5%	-3.4	-6%	-1%	.	-9%	7%	-9
CCc1nc2ccc(C(=O)N3CCN(C(=O)c4ccco4)CC3)cn2c1N(C)Cc1nccn1C	-2%	-1.2	2%	-21%	.	-6%	5%	0
COC1CCN(C(=O)c2cc(COc3cc(C)ccc3C)on2)CC1	6%	-0.7	-2%	-24%	.	-1%	-8%	8

# Reprinted from above, 2 compounds:
mol	WRN helicase inh	CCT chaperon mod	EPAC1 antagonist	EPAC2 antagonist	MmCpn inh	PLK1 PBD inh	EPAC1 ag	PI5P4Ka inh
CCc1nc2ccc(C(=O)N3CCN(C(=O)c4ccco4)CC3)cn2c1N(C)Cc1nccn1C	-2%	-1.2	2%	-21%	.	-6%	5%	0
COC1CCN(C(=O)c2cc(COc3cc(C)ccc3C)on2)CC1	6%	-0.7	-2%	-24%	.	-1%	-8%	8

# Other records:
mol	WRN helicase inh	CCT chaperon mod	EPAC1 antagonist	EPAC2 antagonist	MmCpn inh	PLK1 PBD inh	EPAC1 ag	PI5P4Ka inh
Cc1cccc2cc(C(c3nnnn3C3CCCC3)N3CCOCC3)c(=O)[nH]c12 (configuration not stated)	11%	1.7	10%	22%	-1%	-3%	-2%	0
CC1Cc2ccccc2N1C(=O)COC(=O)CSc1ccc(F)cc1 (configuration not stated)	1%	-1.5	-3%	0%	-1%	-9%	5%	0
O=C(COc1cccnc1[N+](=O)[O-])Nc1ccc2c(c1)OC(F)(F)O2	9%	-1.1	-15%	-2%	1%	-16%	-3%	-2
COc1ccc(Cl)cc1NC(=O)CC(=O)Nc1cc(Cl)ccc1OC	-3%	-2.1	-5%	16%	-3%	-5%	3%	-19
O=C1NC[C@H](Cc2ccc(O)cc2)N(C[C@@H]2CCCN2C[C@H](Cc2ccc(O)cc2)N2C[C@H](Cc3ccccc3)N(CCc3ccccc3)C(=O)C2=O)C1=O	2%	-1.9	-2%	-20%	.	-3%	-11%	-7
Cc1[nH]nc(N2CCCCC2)c1[N+](=O)[O-]	2%	-3.5	3%	2%	.	-24%	2%	-2
O=C(O)c1ccc(NC(=O)c2cn(-c3ccccc3)nc2-c2ccc(Br)cc2)cc1	-2%	2.0	-27%	0%	-7%	?	-7%	4
Cc1ccc(S(=O)(=O)N(Cc2cccc(Cl)c2)C(=O)N2CCN(C)CC2)cc1	10%	-3.4	-12%	-6%	3%	-12%	3%	8
O=C(O)CSC1CC(=O)N(c2ccc(Br)cc2)C1=O (configuration not stated)	10%	0.2	1%	10%	-1%	-14%	-6%	-1
O=C(NCC(=O)N1CCN(S(=O)(=O)c2ccccc2F)CC1)c1ccc2c(c1)OCO2	-2%	-0.2	-4%	22%	1%	4%	-3%	-7
CS(=O)(=O)c1ccc(Cl)c(NC(=O)CSc2nnc(C3CC3)n2C2CC2)c1	-1%	-0.4	-7%	-3%	-10%	-2%	9%	7
COCCn1c(=O)c2c(nc3n2CCCN3Cc2ccccc2)n(C)c1=O	5%	-3.0	-14%	3%	0%	-7%	1%	-1
COc1ccc(NC(=S)NC2CCCCC2)cn1	3%	-1.6	-26%	-4%	0%	-17%	10%	3
COc1cc(OC)c2c(-c3cccc(/C=C/c4ccc(F)cc4)c3)cc(=O)oc2c1	-1%	1.1	21%	2%	-9%	3%	-3%	-1
CCCCCOCC(O)CCC(=O)NN (configuration not stated)	-10%	-5.6	6%	1%	0%	-1%	-2%	-4
CC1Cc2ccccc2N1C(=O)CSc1nnc2c(n1)[nH]c1ccc(F)cc12 (configuration not stated)	-15%	1.1	-5%	-2%	0%	-16%	4%	2
Cc1cc(F)cc(C)c1Cn1cnc2c(cnn2C(C)(C)C)c1=O	.	.	19%	10%	1%	.	-12%	.
COc1ccc(OC)c(NC=C2C(=O)OC3(CCCCC3)OC2=O)c1	-3%	-1.8	-12%	-8%	2%	-6%	7%	.
Cn1cccc1C(=O)OCC(=O)N1CCN(c2ccccc2)CC1	-10%	-0.3	4%	2%	2%	3%	0%	3
CCOC(=O)c1[nH]c(C)c(C(=O)Nc2ccc(C)c(C)c2)c1C	3%	-2.6	-1%	6%	1%	-1%	7%	-1
CC1CN(C(=O)C(C)Sc2nnnn2C)CC(C)O1 (configuration not stated)	4%	0.3	14%	3%	-5%	0%	0%	-4
O=C(Cn1nc(-c2ccc(F)cc2)ccc1=O)Nc1ccc(C(=O)NC2CC2)cc1	3%	-1.2	-5%	-3%	1%	-5%	-5%	2
Cc1c(Nc2ccc3nonc3c2[N+](=O)[O-])c(=O)n(-c2ccccc2)n1C	-3%	-1.1	-11%	-14%	0%	-2%	-1%	0
COc1ccc(CCN=C(N)NS(=O)(=O)c2ccc(C)cc2)cc1OC	1%	-0.5	?	-4%	-5%	-15%	1%	-10
CC(C)(C)c1ccc(OC2=CS(=O)(=O)c3ccccc32)cc1	-9%	1.2	-4%	-13%	-17%	0%	7%	5
O=C(CNC(=O)c1ccc(-c2ccccc2)cc1)Nc1cccc(CO)c1	2%	1.1	-4%	-3%	-10%	8%	-15%	-6
CCC(=O)Nc1c(-c2ccc(Cl)cc2)c(=O)c2ccccc2n1C	5%	-3.7	-1%	9%	-1%	-4%	-1%	4
CSc1nnc(-c2cnccn2)n1C	0%	-1.9	8%	-1%	1%	-3%	10%	.
CCC(=O)Oc1ccc2c(c1)OC1(OC(C)=O)OC(C)CC1=C2C (configuration not stated)	-6%	-5.3	-30%	-4%	-7%	-8%	-2%	-4
CCc1ccccc1NC(=O)C(C)n1nc([N+](=O)[O-])c(Br)c1C (configuration not stated)	-11%	-19	-11%	6%	1%	0%	4%	.
Cn1c(=O)n(C)c2cc(NC(=O)CSc3nc4ccccc4c(=O)[nH]3)ccc21	-9%	-0.7	-8%	-3%	-1%	1%	-5%	-4
COc1ccc2c(c1)[C@H]1[C@H](CO2)[C@H](c2ccccc2)[C@]2(C)C(=O)Nc3ccc(F)cc3C(=O)N12	0%	-1.0	-12%	2%	-10%	6%	2%	6
